KCNQ2 inh: KCNQ2 channel blockers in CHO-K1 cells – cell-based, FluxOR thallium flux, B-score, primary screen (AID 2156); O88943; 20 min; active compounds read low; B-score at 10 µM; actives 1.1% (n = 310,000);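 active = fluorescence ratio B-score at most minus 3 library SDs, with starting brightness B-score within 2 library SDs, cut at about -5.5 in these data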
STK33 kinase inh: inhibitors of human STK33 kinase; purified STK33, MBP phosphorylation, ADP-Glo luminescence; inhibition, % at 10 µM; actives 0.073% (n = 320,000); AID 2661;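 active = inhibition at or above 25%, using the most active replicate where run in duplicate; inactive = inhibition below 25%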
Target sequence (Q9BYT3 whole entry, looked up): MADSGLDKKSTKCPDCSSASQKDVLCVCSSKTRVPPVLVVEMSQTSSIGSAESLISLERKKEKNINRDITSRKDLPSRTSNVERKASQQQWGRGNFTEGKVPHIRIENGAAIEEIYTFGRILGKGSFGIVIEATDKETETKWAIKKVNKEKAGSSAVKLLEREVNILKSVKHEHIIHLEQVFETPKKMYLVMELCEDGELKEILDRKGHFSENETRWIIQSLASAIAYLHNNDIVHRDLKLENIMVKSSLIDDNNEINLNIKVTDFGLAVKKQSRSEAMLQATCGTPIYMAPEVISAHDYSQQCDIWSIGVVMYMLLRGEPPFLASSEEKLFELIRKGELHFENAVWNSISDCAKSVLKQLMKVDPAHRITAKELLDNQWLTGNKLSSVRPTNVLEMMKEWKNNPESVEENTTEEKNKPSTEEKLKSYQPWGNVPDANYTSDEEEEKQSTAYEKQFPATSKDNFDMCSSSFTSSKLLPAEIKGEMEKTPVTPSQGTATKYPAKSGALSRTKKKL
Kir21 block: inhibitors of mouse Kir2.1 inward-rectifier potassium channel | HEK293-Kir2.1, FluxOR thallium flux fluorescence; active compounds read low | B-score at 10 µM | actives 0.85% (n = 310,000) | P35561;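 active = fluorescence ratio B-score at or below minus 3 SD of library scores, with starting-brightness B-score within 2 SD, cut at about -4.2 in these data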;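 also: channel flux triggered by added potassium and thallium sulfate stimulus; B-score of peak minus minimum fluorescence over baseline after thallium stimulus; more negative B-score means stronger Kir2.1 block with less thallium influx; some compounds called inactive have numbers as strong as hits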
Target sequence (P35561 whole entry, looked up): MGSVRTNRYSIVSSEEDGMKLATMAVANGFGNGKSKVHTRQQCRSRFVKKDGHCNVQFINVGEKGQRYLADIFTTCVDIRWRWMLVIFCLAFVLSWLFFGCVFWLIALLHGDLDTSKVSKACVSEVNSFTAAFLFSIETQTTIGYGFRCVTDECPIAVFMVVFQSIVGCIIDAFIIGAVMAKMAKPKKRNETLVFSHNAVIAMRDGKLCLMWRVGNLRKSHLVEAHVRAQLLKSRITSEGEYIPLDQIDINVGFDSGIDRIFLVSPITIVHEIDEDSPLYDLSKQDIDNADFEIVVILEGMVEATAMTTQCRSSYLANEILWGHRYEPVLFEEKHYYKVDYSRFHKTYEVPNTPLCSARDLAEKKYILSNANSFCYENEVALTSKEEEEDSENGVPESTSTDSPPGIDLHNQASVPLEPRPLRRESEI
* marks the source's active call; other numbers are inactive results; i = inactive; . = not tested or not shown.

KCNQ2 inh	Kir21 block	STK33 kinase inh	Compound
i	0.76	-0.6	COCCCC1CCN(C(=O)c2cc(COc3cc(C)ccc3C)on2)CC1
i	0.63	0.6	CCOc1cc(C(=O)Nc2ccncc2)cc(OCC)c1OCC
i	-0.61	-0.2	COc1ccccc1-c1nnc(N(C)C(=O)C2CCCO2)s1 (configuration not stated)
i	-0.07	-1.0	Cc1cccc(NC(=O)c2cc(NC(=O)C3CCCCC3C(=O)O)ccc2N2CCOCC2)c1 (configuration not stated)
i	0.22	-0.8	CCC(C(=O)NC1CCCC1)N(C(=O)Cn1nnc(-c2ccc(C)o2)n1)c1cnc2ccccc2c1 (configuration not stated)
i	-1.5	-1.6	Cc1ccc(NCc2nc3ccccc3n2C)cc1
i	-0.03	0.0	Cn1c(=O)[nH]c(=O)c2c1nc(NN)n2CCOc1ccccc1
i	-0.11	-1.1	COC(=O)c1ccc(NS(=O)(=O)N(C)C)cc1
i	1.1	0.0	CC(=O)c1ccc(N(C(=O)Cn2nnc(-c3ccccc3)n2)C(C(=O)NC2CCCCC2)c2ccccn2)cc1 (configuration not stated)
i	-0.27	3.0	COc1cc(/C=C(\C#N)C(=O)Nc2cccc3ncccc23)cc(OC)c1OC
i	-0.08	-1.4	Cn1cnnc1SCC(C)(C)NS(=O)(=O)c1ccc(Cl)cc1
i	-0.38	-0.6	CCN(CC)c1ccc(/C=N/NC(=O)c2c(Cl)cnn2C)c(O)c1

(listing goes on)
KCNQ2 inh	Kir21 block	STK33 kinase inh	Compound
i	1.7	-0.7	C=CCc1cc2c(oc(=O)c3ccccc32)c(C)c1O
i	-0.65	-2.0	Cc1ccc(NC(=O)NCCN2CCCCC2)cc1
i	0.03	-0.1	CCCNC(=O)CN(C)S(=O)(=O)c1c(C)cc(C)cc1C
i	0.04	0.1	OCCNCCOc1ccc(Cl)c(Cl)c1
i	-0.04	4.2	CSc1nc2ccsc2c(=O)n1-c1ccccc1
-7*	-0.97	-0.3	COc1ccc(OC)c(C2CC(c3c(-c4ccccc4)c4cc(Cl)ccc4[nH]c3=O)=NN2S(C)(=O)=O)c1 (configuration not stated)
i	-1.1	1.8	COc1ccc(CN2CC(C(=O)NCCN3CCN(c4ccccc4F)CC3)CC2=O)cc1 (configuration not stated)
i	-0.9	-2.0	CC(Sc1nnc(-c2ccc(Cl)cc2)n1N)C(=O)NCC1CCCO1 (configuration not stated)
i	0.55	0.1	CCCNC(=O)CN(C)CC(=O)Nc1ccccc1C#N
i	1.2	-0.8	Cc1cccc(C(=O)NCC(=O)OCC(=O)N2CC3(C)CC2CC(C)(C)C3)c1 (configuration not stated)
i	0.1	-1.6	CC12CN3CC(C)(CN(C1)C3c1cc3ccccc3[nH]1)C2=O (configuration not stated)
i	0.57	-3.2	CCN(Cc1ccccc1)C(=O)CCS(=O)(=O)c1ccc2c(c1)CCN2C(C)=O

Following part.
KCNQ2 inh	Kir21 block	STK33 kinase inh	Compound
i	0.3	-1.1	O=C(COC(=O)C1CCC1)NCc1ccccc1Cl
i	1.8	0.3	CC(C)(C)OC(=O)N1CCN(C(=O)[C@H](Cc2ccc(O)cc2)n2cc(CCO)nn2)CC1
i	-1.6	-0.3	CCOc1ccccc1CN1CCC(n2nccc2NC(=O)CCCc2ccccc2)CC1
i	-1.1	3.6	O=C(c1ccc([N+](=O)[O-])cc1)N1C=CC(C(F)(F)F)=NCC1
i	1.1	-0.3	O=C(c1ccccc1[N+](=O)[O-])N1CCN(Cc2ccc3c(c2)OCO3)CC1
i	-1.1	0.0	Cc1ccc(-c2cc3ccccc3nc2N2CCOCC2)cc1
i	-2	-1.9	Clc1ccc(CSc2snnc2-c2ccccc2)c(Cl)c1
i	0.79	-10	O=C(NCc1ccccn1)c1cccc(S(=O)(=O)Nc2ccc(SC(F)F)cc2)c1
i	-0.5	-1.2	Cc1ccc(C(=O)C(C)OC(=O)C2CC(=O)N(C3CCCCC3)C2)cc1 (configuration not stated)
i	0.08	1.3	COc1ccccc1NC(=O)c1ccc(NC(=O)CSc2ncn[nH]2)cc1
i	0.97	.	Cc1ccccc1-n1nnnc1SCC(=O)c1c(N)n(C)c(=O)n(C)c1=O
i	-1.3	-0.8	N=c1c2c(ncn1Cc1ccco1)Oc1ccc3ccccc3c1C2c1ccccc1 (configuration not stated)

Following part:
KCNQ2 inh	Kir21 block	STK33 kinase inh	Compound
i	-1.1	0.5	CCCOc1ccc(C(=O)c2nc3c(n2O)CCCC3)cc1
i	0.75	-1.0	CC(=O)c1cccc(NC(=S)NC2CC2)c1
i	1.4	-0.3	CC(=O)c1ccc(NC(=O)c2cnn3ccccc23)cc1
i	-0.35	0.5	Brc1cccc(-c2nnc3n2CCC3)c1
i	0.53	15	CC(=O)c1sc(NS(=O)(=O)c2ccc(C)cc2)nc1-c1ccccc1
i	0.46	-0.1	COc1ccccc1C(=O)Nc1cccc(C(=O)N2CCOCC2)c1
i	-0.8	-0.1	Cc1cc(C(=O)N/N=C/c2ccc3ccccc3c2)n[nH]1
i	1.5	0.6	COc1cccc(CN2CCNC(=O)C2CC(=O)N(C)C2CCOCC2)c1OC (configuration not stated)
i	0.02	0.6	CC(=O)N1CCN(Cc2nc3cc(NC(=O)Cn4nc(C)c5ccccc5c4=O)ccc3n2C)CC1
i	1.5	0.2	NS(=O)(=O)c1ccc(NNC(=O)c2sccc2Cl)cc1
i	0.65	-2.6	COc1cc(C)c(NC(=S)Nc2cccc(Cl)c2)cc1OC
i	0.77	-0.7	O=C(Cc1ccccc1)N1CCC(O)(c2cccnc2)CC1

Remaining list, next part:
KCNQ2 inh	Kir21 block	STK33 kinase inh	Compound
i	-0.23	-0.9	O=c1c2cc(N3CCOCC3)ccc2[nH]c(=S)n1Cc1ccc(Cl)cc1
i	1.2	-1.1	Cc1nonc1C(=O)N/N=C/c1cc2c(cc1Br)OCO2
i	0.49	-0.7	CCOC(=O)c1csc(NC(=O)CCSc2ccccc2)n1
i	0	-0.1	COc1ccccc1N1CCN(C(=O)c2cc(=O)c3c(C)cc(C)cc3o2)CC1
i	0.06	-0.7	Cc1cccc(-n2c(SCC(=O)NCc3ccco3)nnc2-c2ccco2)c1
i	-0.37	1.3	O=C(CN1CCc2ccccc21)NC(=O)NCc1ccco1
i	0.54	-3.3	O=C(Nc1ccc(S(=O)(=O)Nc2ncccn2)cc1)C1CC(=O)N(c2ccc(Cl)cc2)C1 (configuration not stated)
i	0.06	-0.5	C=CCOC(=O)c1cn(CC)c2nc(C)ccc2c1=O
i	0.91	-0.8	CC(=O)Nc1ccccc1Sc1ccccc1
i	1.7	0.8	O=C(NCCc1c[nH]c2ccccc12)c1ccc(F)cc1F
i	1.1	-1.8	c1ccc(C2CNCCc3ccccc32)cc1 (configuration not stated)
i	0.45	-1.0	O=C(/C=C/c1ccccc1[N+](=O)[O-])N1CCN(c2ccccc2F)CC1

For reference, part of the list above.
KCNQ2 inh	Kir21 block	STK33 kinase inh	Compound
i	0	-0.1	COc1ccccc1N1CCN(C(=O)c2cc(=O)c3c(C)cc(C)cc3o2)CC1
i	0.06	-0.7	Cc1cccc(-n2c(SCC(=O)NCc3ccco3)nnc2-c2ccco2)c1
i	-0.37	1.3	O=C(CN1CCc2ccccc21)NC(=O)NCc1ccco1
i	0.54	-3.3	O=C(Nc1ccc(S(=O)(=O)Nc2ncccn2)cc1)C1CC(=O)N(c2ccc(Cl)cc2)C1 (configuration not stated)
i	0.06	-0.5	C=CCOC(=O)c1cn(CC)c2nc(C)ccc2c1=O

Additional entries:
KCNQ2 inh	Kir21 block	STK33 kinase inh	Compound
i	-1	1.1	CCn1c(=O)cc(SCC(=O)NCc2ccc(C)o2)c2ccccc21
i	1.4	-0.3	O=C(NCCc1ccccc1)/C(=N\O)c1ccccc1
i	-1.3	-2.5	CCC1=NN(C(=O)CCc2ccccc2)C(O)(C(F)(F)F)C1 (configuration not stated)
i	0.09	-0.2	COc1cc2ccccc2cc1C(=O)N/N=C/c1ccc2c(c1)OCO2
i	0.68	1.1	O=c1c2c(nc3c(-c4ccc(Cl)cc4)c[nH]n13)CCCC2
i	1.9	-0.4	CN(C)S(=O)(=O)c1ccc(Cl)c(NC(=O)COC(=O)CCSc2ccccc2)c1
i	1.8	-2.4	Cc1occc1-c1nnc(SCC(=O)N2CCOCC2)n1CCc1ccccc1
i	0.16	-0.9	CC(C)c1ccc(NC(=O)CNC(=O)Cn2cnc3ccccc3c2=O)cc1
i	1	-0.1	COc1ccccc1-c1cc(C(=O)NCc2ccc(Cl)cc2)no1
i	-1.1	-0.6	CNc1nc(C(=O)O)nc(N2CCOCC2)n1
i	2.2	0.0	Cc1ccc(S(=O)(=O)N2CCN(CC(=O)Nc3ccc4c(c3)CCC4)CC2)cc1C
i	0.46	1.8	CCC(NC(=O)OC(C)(C)C)C(=O)Oc1ccc2c3c(c(=O)oc2c1)CCC3 (configuration not stated)

(further entries)
KCNQ2 inh	Kir21 block	STK33 kinase inh	Compound
i	-5.9*	0.7	CCc1cc2c(CN(C)Cc3ccccc3F)cc(=O)oc2cc1O
i	-1.2	-0.2	O=C(C[n+]1cc(Br)cc(Br)c1)c1ccc(-c2ccccc2)cc1
i	0.01	-1.9	Cc1ccc(S(=O)(=O)N[C@@H](C)C(=O)N2CCC(C(=O)N[C@@H](Cc3ccccc3)C(=O)O)CC2)cc1
i	-1.7	0.6	COc1cc(NC(=O)COC(=O)CNC(=O)c2ccc(C)cc2)c(C)cc1[N+](=O)[O-]
i	1	-0.2	COc1ccc([C@H]2[C@H](C(=O)OC(C)(C)C)N3N=Cc4ccccc4C3C23C(=O)c2ccccc2C3=O)cc1OC (some centres not stated)
i	-0.03	1.0	COc1ccc(Oc2coc3cc(O)ccc3c2=O)cc1
i	0.89	-0.6	O=C(Cc1csc(NC(=O)Nc2cccc(Cl)c2)n1)NC1CCCC1
i	1.3	3.4	COc1ccc(Cc2nnc3c4cnn(C)c4ncn23)cc1
i	-0.5	-0.4	Cc1ccc(S(=O)(=O)Nc2ccccc2C(=O)NCC2CCCO2)cc1 (configuration not stated)
i	0.18	.	O=C(c1ccco1)N1CCN(Cc2cc(=O)c(OCc3ccccc3)co2)CC1
i	1.8	-1.4	CN(c1ccccc1)S(=O)(=O)c1ccc(Cl)c(C(=O)Nc2ccc(N3CCOCC3)cc2)c1
i	0.54	-1.4	COc1ccc(-c2[nH]ncc2CNCCc2ncccc2C)cc1F

Next structures follow:
KCNQ2 inh	Kir21 block	STK33 kinase inh	Compound
i	-0.17	-2.2	CCCCc1nnc(NC(=O)CSc2nc(N)cc(=O)[nH]2)s1
i	0.44	-1.1	Cc1cc(=O)oc2cc(NC(=O)c3cccc(S(=O)(=O)N(C)C)c3)ccc12
i	0	-3.1	Cc1cc2ccc(C)c(C)c2nc1SCC#N
i	0.02	-1.3	O=C(NCC1CCN(Cc2cccc(Cl)c2)CC1)Nc1ccccc1Cl
i	-0.01	-0.2	COc1ccc(/C=N\NC(=O)COc2ccccc2Cl)cc1Cn1nc(C)cc1C
i	0.09	-0.1	O=C(c1c(Cl)cccc1Cl)N1CCN(c2ccccn2)CC1
i	-0.02	.	Cc1ccc(S(=O)(=O)/N=C/N(C)C)cc1
i	2	0.3	CC1=CC(C)(C)NC(=S)N1c1ccc(C)cc1C
i	-0.02	-1.4	O=C(O)CSCC(=O)NCc1csc2ccc(Cl)cc12
i	-1.3	1.2	O=C(CN1C(=O)NC2(CCCc3ccccc32)C1=O)N1CCN(C(=O)c2ccco2)CC1 (configuration not stated)
i	-1.1	0.3	OCC1CCCN(Cc2ccc(-c3ccccc3)cc2)C1 (configuration not stated)
i	0.04	-2.0	COc1cc(S(=O)(=O)NC2CCCC2)ccc1-n1cnnn1

Gathered by group, the compounds so far with a COOH group (4)
KCNQ2 inh	Kir21 block	STK33 kinase inh	Compound
i	-0.07	-1.0	Cc1cccc(NC(=O)c2cc(NC(=O)C3CCCCC3C(=O)O)ccc2N2CCOCC2)c1 (configuration not stated)
i	-1.1	-0.6	CNc1nc(C(=O)O)nc(N2CCOCC2)n1
i	0.01	-1.9	Cc1ccc(S(=O)(=O)N[C@@H](C)C(=O)N2CCC(C(=O)N[C@@H](Cc3ccccc3)C(=O)O)CC2)cc1
i	-0.02	-1.4	O=C(O)CSCC(=O)NCc1csc2ccc(Cl)cc12

Other structures follow.
KCNQ2 inh	Kir21 block	STK33 kinase inh	Compound
i	0.65	-1.0	O=C(N/N=C/c1cccc(Br)c1)C1CC(=O)N(c2ccccc2)C1 (configuration not stated)
i	-0.25	-1.3	CC(Nc1cc(N2CCN(C(=O)C(C)(C)C)CC2)ccc1[N+](=O)[O-])c1ccccc1 (configuration not stated)
i	1.1	-0.9	O=C(COC(=O)C1CCC1)NCCc1ccc(Cl)cc1Cl
i	0.87	-4.0	COCC(C)n1c(C)cc(C(=O)CSc2cc(C)c3ccccc3n2)c1C (configuration not stated)
i	0.91	0.0	O=C(Nc1cccc(F)c1)C1CCCN1S(=O)(=O)c1cccc2cccnc12 (configuration not stated)
i	-1.8	0.3	O=C(NCCc1csc(-c2ccccc2)n1)c1ccccc1F
i	0.92	-1.7	Cc1ccc(CN(Cc2ccccc2)C(=S)Nc2ccccc2C)o1
i	-0.81	0.3	O=C(OCN1C(=O)c2ccccc2C1=O)c1ccccc1
i	-1.4	-1.8	CC1(C)S[C@@H]2[C@H](NC(=O)COc3ccccc3)C(=O)N2C1C(=O)OCC1CCCCC1 (some centres not stated)
i	-0.12	-0.3	COc1cc(C(=O)Nc2ccc(N(C)C)cc2)cc(OC)c1OC
i	0.56	0.7	CCc1ccc(C(=O)Nc2ccc(S(=O)(=O)Nc3nc(C)cc(C)n3)cc2)o1
i	-1.3	-0.8	CCOC(=O)C1=C(C)N(CC(C)C)C(=O)/C1=C\c1cccs1
i	-0.08	-0.5	O=C1CCCN1c1cc(Cl)ccc1Cl
i	0.25	-0.4	COc1ccc(NC(=O)/C(C#N)=C/c2ccc[nH]2)c(OC)c1

This is a random part of the collection; any-hit rate near 1.9%.
